DNMT1 block – human DNMT1 methyltransferase inhibitors, primary screen, biochemical, molecular beacon, fluorescence, HinP1I cleavage, uHTS; inhibition (reported as % activation of signal), % at 10 µM; 360,000 compounds, 0.83% hits; in the data active means inhibition above about 50%
MsrA act – bovine MsrA enzyme activators, primary screen, biochemical, absorbance, HTS. purified bovine MsrA, absorbance read-out. AID 602163, 2012. 360,000 compounds, 0.3% hits. Methionine sulfoxide reductase A (Bos taurus). activation, % at 10.6 µM; in the data active means activation above about 7.5%;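 further: 0% = vehicle and 100% = reference activator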
LMPTP block – LMPTP phosphatase inhibitors, primary screen, biochemical, fluorescence intensity, uHTS. Low molecular weight phosphotyrosine protein phosphatase (Homo sapiens), P24666. recombinant LMPTP-A, OMFP fluorogenic substrate. inhibition, % at 20 µM. 360,000 compounds, 0.22% hits;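 active means compounds that cut the enzyme signal by at least half of the control window in the single-dose screen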;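 further: plate controls were DMSO wells with enzyme plus substrate for no effect and substrate without enzyme for full effect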
Target sequence (P24666 whole entry, looked up): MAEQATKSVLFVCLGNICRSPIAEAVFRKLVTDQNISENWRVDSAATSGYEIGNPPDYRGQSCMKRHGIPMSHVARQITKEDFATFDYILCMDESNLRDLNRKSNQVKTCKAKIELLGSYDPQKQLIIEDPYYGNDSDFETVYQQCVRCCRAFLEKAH
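material = LMPTP-A | quantity = 0.625 nM enzyme | reagent = OMFP substrate, 400 µM final | buffer or medium = Bis-Tris pH 6.0, DTT, detergent | detection = endpoint fluorescence intensity from OMFP dephosphorylation | dosing = single 20 µM dose | read-out basis = % inhibition relative to no-enzyme and uninhibited control wells | control set = no-enzyme and uninhibited controls | timing = 50 min at room temperature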
Scp1 inh – Scp-1 phosphatase inhibitors, primary screen, biochemical, colorimetric, uHTS. Carboxy-terminal domain RNA polymerase II polypeptide A small phosphatase 1 (Homo …. Recombinant Scp1, phosphopeptide, malachite green phosphate absorbance. inhibition, % at 20 µM. 340,000 compounds, 0.88% hits. AID 493091, 2011;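 active means inhibition above about 50% at 20 µM, limit read from the data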;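 further: plate controls were DMSO wells with enzyme for no effect and wells lacking enzyme for full effect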
Target sequence (Q9GZU7 76-261 limits assumed): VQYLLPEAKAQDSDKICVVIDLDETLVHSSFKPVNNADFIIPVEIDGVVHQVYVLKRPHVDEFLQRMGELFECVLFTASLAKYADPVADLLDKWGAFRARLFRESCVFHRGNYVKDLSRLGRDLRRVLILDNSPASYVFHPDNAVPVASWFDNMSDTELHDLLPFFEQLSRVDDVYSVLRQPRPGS
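Material – SCP-1 phosphatase catalytic domain, residues 76-261 · Buffer or medium – Acidic Tris acetate buffer with magnesium and detergent · Also added – Phospho 17-mer peptide substrate · Compound – single 20 µM dose, 1% DMSO · Times – 45 min room-temperature reaction, 5 min colour, 30 min stabiliser · Technique – Phosphate-binding colour reagent, absorbance read at 630 nm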
E coli Lon inh – inhibitors of E. coli Lon protease, primary screen, biochemical, fluorescence polarization | P0A9M0 | purified E. coli Lon protease | inhibition, % at 7.94 µM | 360,000 compounds, 0.42% hits | AID 602123, 2011; in the data active means inhibition above about 13%, passing the limit was not always enough;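 further: 0% = enzyme with probe and DMSO and 100% = no enzyme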
SUMO1-SIM PPI – modulators of SUMO1 protein-protein interactions, primary screen, biochemical, uHTS | inhibition, % at 20 µM | Small ubiquitin-related modifier 1 (Homo sapiens), P63165 | SUMO1 binding to a labelled peptide, TR-FRET, 1 h | 360,000 compounds, 0.33% hits; in the data active means inhibition above about 37%
Target sequence (P63165 whole entry, looked up): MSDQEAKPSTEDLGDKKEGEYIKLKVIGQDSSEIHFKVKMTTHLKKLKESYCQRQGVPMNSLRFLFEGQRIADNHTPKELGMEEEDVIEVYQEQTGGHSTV
STEP inh – STEP phosphatase inhibitors, primary screen, biochemical, fluorescence intensity, uHTS; inhibition, % at 20 µM; recombinant STEP, OMFP fluorogenic substrate; 360,000 compounds, 0.25% hits; Tyrosine-protein phosphatase non-receptor type 5 (Homo sapiens), P54829; AID 588621, 2011;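 active means inhibition at 20 µM, scaled per plate between control wells, above about 37%, limit read from the data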;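 further: 0% = DMSO with enzyme and substrate and 100% = substrate only without enzyme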
Target sequence (P54829 whole entry, looked up): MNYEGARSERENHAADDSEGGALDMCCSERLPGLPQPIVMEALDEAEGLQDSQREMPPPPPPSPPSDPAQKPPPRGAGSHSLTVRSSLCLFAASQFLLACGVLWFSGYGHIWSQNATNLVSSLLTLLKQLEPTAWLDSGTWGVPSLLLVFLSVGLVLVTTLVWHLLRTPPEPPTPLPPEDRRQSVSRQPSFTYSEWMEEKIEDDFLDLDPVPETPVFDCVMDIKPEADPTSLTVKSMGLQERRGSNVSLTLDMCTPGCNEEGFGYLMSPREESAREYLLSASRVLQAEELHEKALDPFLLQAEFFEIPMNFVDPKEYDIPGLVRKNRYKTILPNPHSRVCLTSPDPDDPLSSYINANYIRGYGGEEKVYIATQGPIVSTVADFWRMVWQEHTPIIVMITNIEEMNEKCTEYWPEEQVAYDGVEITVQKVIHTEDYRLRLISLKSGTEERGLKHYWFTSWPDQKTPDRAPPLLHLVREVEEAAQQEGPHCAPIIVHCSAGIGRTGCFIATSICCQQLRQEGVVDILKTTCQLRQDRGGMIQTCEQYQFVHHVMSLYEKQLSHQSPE
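System: STEP phosphatase, cell-free reaction; Buffer or medium: Bis-Tris pH 6.0 buffer with DTT, detergent; Incubation: 20 min at room temperature, dark; Measured by: fluorescence, 480/540 nm.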
TbMetRS inhib – T. brucei MetRS inhibitors, primary screen, biochemical, luminescence | methionyl-tRNA synthetase (Trypanosoma brucei brucei) | 360,000 compounds, 0.4% hits | inhibition, % at 11.9 µM | purified T. brucei MetRS, ATP depletion, Kinase-Glo luminescence;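 active means inhibition above a per-plate cutoff of the control wells' mean inhibition plus 3 SD, cut at about 5.5% in these data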;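 further: 0% = DMSO wells median and 100% = median of wells with control inhibitor compound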
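Dosing: 11.9 µM compound single dose, 0.9% DMSO; Assay system: purified T. brucei MetRS enzyme; Measured by: Kinase-Glo luciferase luminescence reporting remaining unconsumed ATP; Schedule: 15 min plus 2 h at 25 °C.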
NRP1-CendR mod – modulators of CendR peptide binding to NRP-1, primary screen, biochemical, fluorescence polarization, uHTS; inhibition, % at 25 µM; Neuropilin-1 (Homo sapiens), O14786; 360,000 compounds, 0.85% hits; AID 602438, 2012; FAM-RPARPAR peptide binding to NRP-1;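 active means inhibition or corrected inhibition above about 18%, plus a signal ratio from 0.5 to 1.5, limit read from the data, passing the limit was not always enough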; further: strong numbers were not always called active
MsrA inhibitor – bovine MsrA enzyme inhibitors, primary screen, biochemical, absorbance, HTS; purified bovine MsrA, absorbance read-out; AID 651718, 2012; Methionine sulfoxide reductase A (Bos taurus); 360,000 compounds, 0.75% hits; inhibition, % at 15.5 µM; in the data active means inhibition above about 4.5%;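 further: 0% = vehicle wells with enzyme and 100% = reference inhibitor wells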
Starred values were filed as active, the others as inactive; · = not tested or not shown.

SMILES	DNMT1 block	MsrA act	LMPTP block	Scp1 inh	E coli Lon inh	SUMO1-SIM PPI	STEP inh	TbMetRS inhib	NRP1-CendR mod	MsrA inhibitor
Cc1ccc(C(=O)O)cc1-c1ccc(/C=C2\SC(=O)N(CC(=O)Nc3ccccc3)C2=O)o1	67*	-3	47	73*	-3	10	5	0.1	-109	-0.6
CCCOc1ccc([N+](=O)[O-])cc1C1NC(=S)NC(c2ccccc2)=C1C(=O)OCC (stereo not drawn)	-4	1	3.1	-10	4	-13	-8	-0.1	1	0.9
Cc1ccc(CN2CCC[C@]3(N[C@H](c4ccc(C(F)(F)F)cc4)[C@@H]4C(=O)N(C)C(=O)[C@@H]43)C2=O)cc1	2	-1	-3.0	·	1	0	1	0.5	9	0.1
COc1nc(OCCNS(=O)(=O)c2ccc(C)cc2)nc(N(C)C)n1	8	-11	3.2	-4	-4	2	2	-1.1	13	-0.8
CCC(Sc1nc(-c2ccccc2)c(C#N)c(=O)[nH]1)C(=O)Nc1cc(C)on1 (stereo not drawn)	-1	1	-3.2	-5	-4	4	-1	-0.2	-3	0.0
CC(C)c1nc2oc3ccccc3c(=O)c2c(=O)n1-c1ccccc1	4	-1	-1.9	-6	-7	-2	3	-0.3	14	·
CSCCC(NC(N)=O)C(=O)N(C)CC(=O)Nc1cc(C)ccc1C (stereo not drawn)	-1	-3	-0.2	-5	4	8	-1	0.1	0	-0.8
COC(=O)CCCC1=CC2=CC(=O)C(C)(OC(=O)c3cccs3)C(=O)C2=CN1CCCCO (stereo not drawn)	-12	-5	2.1	-2	6	-17	2	-0.3	40*	0.3
Cn1c(NC(=O)C[n+]2cc(-c3ccc(F)cc3)n3c2CCC3)cc(=O)n(C)c1=O	0	-3	-2.1	0	-9	-1	0	0.1	-2	-0.3
O=C(NCCCn1ccnc1)c1cccc(S(=O)(=O)Nc2ccc(F)cc2)c1	2	-3	-0.9	-8	-8	4	-1	-0.4	0	-0.3
CCOc1ccc2nc3c(cc2c1)CN(CCOC)C(=NC)S3	0	-1	-1.2	-3	-4	-9	4	-0.4	16	0.0
CC(C)COC(=O)NCC12C=CC(O1)C1C(=O)N(c3ccc(Cl)cc3)C(=O)C12 (stereo not drawn)	-4	-5	-1.1	-14	2	4	-2	-1.2	-8	0.1
CC(C)(C)C(=O)NC1CC2CCCC(C1)N2C(=O)Nc1cccc(Cl)c1 (stereo not drawn)	0	-2	0.3	-5	3	-3	-3	-0.1	-4	-1.1
Cc1ccc(NS(=O)(=O)N2CCOCC2)cc1Cl	0	-7	-0.1	1	8	4	-2	-0.8	2	-0.9
Cc1c(C(=O)N2CCCCC2)sc(NC(=O)C23CC4CC(CC(C4)C2)C3)c1C#N	-4	1	0.6	2	3	0	-1	0.2	-15	-0.5
O=C(COc1cccnc1[N+](=O)[O-])NC1CCS(=O)(=O)C1 (stereo not drawn)	-1	-2	-2.2	-2	12	-12	2	-0.2	-2	0.2
O=C(NCCS(=O)(=O)N1CCN(c2ccc(F)cc2)CC1)C12CC3CC(CC(C3)C1)C2	0	-3	-1.5	1	-1	1	2	-0.4	-6	-0.3
Cc1cc(C)c(NC(=O)C2=COCCO2)c(C)c1	2	-3	-1.2	-5	8	-3	2	-0.4	0	-0.4
CC(=O)N/N=C/c1cc(C)n(-c2ccc(Br)cc2)c1C	2	-4	-0.6	-4	-5	0	1	-0.5	2	-0.1
O=C(Nc1nnc([C@@H]2O[C@H](CO)[C@@H](O)[C@H]2O)s1)Nc1cccc2c1CCCC2	0	2	-0.9	·	11	0	-1	-0.3	7	1.4
CCCCNC(=S)N/N=C1\CCCCc2ccccc21	-1	-6	1.6	-1	3	-7	0	-0.8	3	1.4
CCOC(=O)c1cc(OC)c2cccc(CN3CCC(C)(C(=O)NCCOC)C3)c2c1 (stereo not drawn)	-4	-10	0.7	·	97*	-24	-3	-0.2	21	·
CCN1CCN(C(=O)/C(C#N)=C/c2ccc(OC(F)F)cc2)CC1	0	-11	-1.4	-4	-4	-4	-4	-0.8	4	-0.3
Cc1ccccc1-c1noc(CCC(=O)NC2CCCCC2)n1	8	-1	-0.4	-5	0	3	-1	-0.3	16	-0.8
COC(=O)CCCC1=CC2=C(c3ccccc3)C(=O)C(C)(OC(=O)C3CCCC3)C(=O)C2=CN1C(CO)CO (stereo not drawn)	-7	-9	0.5	9	22	-16	0	-0.5	-4	2.8
Cc1csc(NC(=O)CCNS(=O)(=O)c2ccc3c(c2)c(=O)n(C)c(=O)n3C)n1	0	-5	-1.0	-6	-2	-2	-4	-0.1	13	-0.5
CCOC(=O)c1sc(C)c2c1NC(c1ccc(Cl)cc1)NC2=O (stereo not drawn)	11	-3	1.6	18	-8	-8	1	-0.5	5	0.9
COc1ccc(C2CC(c3cccs3)=NN2C(=O)COC(=O)c2cc3ccccc3cc2O)cc1OC (stereo not drawn)	0	-5	1.1	-22	0	-1	0	-1.3	7	0.0
O=C(NCC(=O)N1CCCCC1)c1sc2ccccc2c1Cl	1	-1	-4.1	-9	8	-16	-5	-0.2	0	1.5
Cc1cc(NC(=O)c2ccc3c(c2)OCO3)ccc1NC(=O)c1ccccc1	1	-3	0.6	1	-14	-4	0	0.0	-3	0.8
COc1ccc2cc(C3(C)NC(=O)N(CC(=O)Nc4c(C)n(C)n(-c5ccccc5)c4=O)C3=O)ccc2c1 (stereo not drawn)	2	-3	0.2	-8	0	2	0	0.3	2	0.2
COc1ccccc1NS(=O)(=O)c1ccc2c(c1)NC(=O)C(C)S2 (stereo not drawn)	0	-9	-0.2	3	-3	-3	-1	-0.5	13	1.7
O=C(NC(=S)Nc1ccccc1N1CCCCC1)c1ccc(F)cc1	-1	-4	3.8	-9	0	5	-1	-0.1	1	1.0
NC(=O)CSc1nnc(NC(=O)C23CC4CC(CC(C4)C2)C3)s1	-1	-2	0.1	-3	4	15	-4	0.0	-10	·
COc1ccc(N2C(=O)CC(NCc3cccs3)C2=O)cc1 (stereo not drawn)	3	-4	0.3	1	-10	1	0	-0.5	-1	-0.4
CCc1cccc2c(C(=O)CSc3nncn3-c3ccccc3OC)c[nH]c12	-12	-12	0.7	-7	-2	3	0	-1.8	9	-0.1
CN(CCCNC(=O)c1cccc(N2CCCC2=O)c1)c1ccccc1	-6	-1	8.8	-15	3	0	2	-0.3	-6	0.8
COc1ccc(C(C#N)N2CCC(c3ccccc3)=N2)cc1 (stereo not drawn)	2	0	-0.9	-13	-3	-4	0	0.0	4	0.1
Cc1ccc(S(=O)(=O)N2C(c3ccc(Cl)c(Cl)c3)CC=C(C(=O)O)C2c2ccc(Cl)cc2)cc1 (stereo not drawn)	·	·	2.5	·	·	23	·	1.1	-41	0.6
CCc1cccc(CC)c1NC(=O)COC(=O)C1(C)CC1(Cl)Cl (stereo not drawn)	0	-9	-1.5	-1	-6	-1	1	-1.0	-4	-0.6

Complete entries from above. Values in the order: DNMT1 block	MsrA act	LMPTP block	Scp1 inh	E coli Lon inh	SUMO1-SIM PPI	STEP inh	TbMetRS inhib	NRP1-CendR mod	MsrA inhibitor
COc1ccc(N2C(=O)CC(NCc3cccs3)C2=O)cc1 (stereo not drawn) across the screens: 3	-4	0.3	1	-10	1	0	-0.5	-1	-0.4
CCc1cccc2c(C(=O)CSc3nncn3-c3ccccc3OC)c[nH]c12 across the screens: -12	-12	0.7	-7	-2	3	0	-1.8	9	-0.1

More records.
SMILES	DNMT1 block	MsrA act	LMPTP block	Scp1 inh	E coli Lon inh	SUMO1-SIM PPI	STEP inh	TbMetRS inhib	NRP1-CendR mod	MsrA inhibitor
Cc1[nH]c2ccc(C(=O)NCc3ccccn3)cc2c1C	3	-8	1.5	9	-25	-13	-2	-0.9	-5	0.8
C/C=C/c1ccc(OCCNCc2ccccc2)c(OC)c1	-1	-9	-2.1	8	-1	-2	1	3.1	14	-0.8
CC1CCCCC1NS(=O)(=O)c1ccc2c(c1)CCC(=O)N2 (stereo not drawn)	3	-3	-1.9	-3	-7	2	3	-0.4	0	0.7
Cc1ccc(-c2nn(-c3ccccc3)cc2CN(Cc2ccccc2)C(=O)c2ccco2)o1	-8	-15	2.8	-13	-9	-7	-6	-0.6	-5	0.9
O=C(CSc1nc2ccccc2s1)NNC(=S)Nc1ccc(Cl)cc1	-5	1	-0.5	-8	-4	3	4	-0.1	4	-0.9
O=C(COc1coc(CN2CCN(Cc3ccccc3)CC2)cc1=O)Nc1ccccc1	1	-10	0.4	19	-5	-3	-3	-0.4	-2	-2.0
CCOC(=O)c1ccc(NC(=O)Cn2c(=O)oc3ccccc32)cc1	3	-1	-2.1	-10	11	1	0	-0.5	1	-1.0
O=C(O)CC/C(=N/NC(=O)CNC(=O)c1ccc2c(c1)OCCO2)c1ccccc1	-1	-3	1.8	-3	-4	3	-1	-0.1	11	-0.5
CNc1oc(C)nc1S(=O)(=O)c1ccccc1	2	-3	-2.8	3	7	-2	0	-0.1	5	-0.4
OC1CCC(Nc2ncnc3sccc23)CC1 (stereo not drawn)	2	-2	0.8	-3	-8	2	-3	-0.7	-8	1.7
COc1cc(OC)cc(C(=O)NC(C(=O)NCCc2ccccn2)C(C)C)c1 (stereo not drawn)	4	-6	-1.0	-5	12	4	-1	-0.3	2	-0.3
COc1cc(-c2nnc3sc(Cc4ccccc4)nn23)cc(OC)c1OC	-12	-10	0.0	6	-2	3	4	-2.3	-8	0.6
O=C(NNC1=NS(=O)(=O)c2ccccc21)c1ccccc1	2	-6	-1.0	-4	5	0	1	-0.5	4	3.7

Three entries picked at random from those above:
SMILES	DNMT1 block	MsrA act	LMPTP block	Scp1 inh	E coli Lon inh	SUMO1-SIM PPI	STEP inh	TbMetRS inhib	NRP1-CendR mod	MsrA inhibitor
CCOC(=O)c1ccc(NC(=O)Cn2c(=O)oc3ccccc32)cc1	3	-1	-2.1	-10	11	1	0	-0.5	1	-1.0
O=C(NNC1=NS(=O)(=O)c2ccccc21)c1ccccc1	2	-6	-1.0	-4	5	0	1	-0.5	4	3.7
O=C(COc1coc(CN2CCN(Cc3ccccc3)CC2)cc1=O)Nc1ccccc1	1	-10	0.4	19	-5	-3	-3	-0.4	-2	-2.0
